OX1R antag-1: blocks the human orexin 1 receptor; O43613; CHO/OX1R cells, Fluo-8 calcium fluorescence, orexin A; inhibition, % at 5 µM; hit rate 0.43% among 330,000; AID 434989;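 active = inhibition above its plate's threshold, mean inhibition of all tested compounds on the plate plus 3 SD, cut at about 37% in these data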;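 note: 0% = orexin A challenge wells and 100% = SB-334867-A antagonist wells; not every result past the cut was called active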
Target sequence (O43613 whole entry, looked up): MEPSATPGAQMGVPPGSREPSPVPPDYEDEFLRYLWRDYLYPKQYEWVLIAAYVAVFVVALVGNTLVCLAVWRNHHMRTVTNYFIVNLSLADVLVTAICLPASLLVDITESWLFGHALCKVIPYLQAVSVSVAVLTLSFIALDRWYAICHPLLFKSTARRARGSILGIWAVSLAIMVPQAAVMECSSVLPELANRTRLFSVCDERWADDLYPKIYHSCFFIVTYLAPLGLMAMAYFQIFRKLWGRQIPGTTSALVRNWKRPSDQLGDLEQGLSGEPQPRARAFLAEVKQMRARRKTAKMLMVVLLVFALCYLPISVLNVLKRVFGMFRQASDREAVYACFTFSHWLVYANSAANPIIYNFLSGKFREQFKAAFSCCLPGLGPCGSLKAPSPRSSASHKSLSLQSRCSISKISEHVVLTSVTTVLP
CHT allo act: allosteric activators of human choline transporter CHT; CHT-expressing cells, membrane potential dye, choline EC20; active compounds read high; LV-AA mutant CHT in HEK293 cells; hit rate 0.49% among 310,000; B-score at 10 µM;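 active = initial fluorescence not abnormally high and integrated response B-score, plate-corrected, over 3 SD above library mean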
OX1R antag-2: blocks the human orexin 1 receptor; inhibition, % at 6.6 µM; AID 485270; OX1R-expressing cells, FRET antagonist read-out; hit rate 1.8% among 330,000; O43613; in the data active = inhibition mostly above about 38%, no sharp cut-off; inactive = mostly below about 40%;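 note: 0% = agonist challenge alone and 100% = reference antagonist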
* marks the source's active call; other numbers are inactive results; i = inactive; . = not tested or not shown. Rows were taken by chance; any-hit rate near 2.5%.

SMILES	OX1R antag-1	CHT allo act	OX1R antag-2
CCCCNS(=O)(=O)c1ccc2nc(-c3cccnc3)cc(C(=O)NCCCN(CC)CC)c2c1	-11	i	14
c1ccc(-c2ccccc2OCCCN2CCCC2)cc1	-13	i	4
Cc1ccc(CS(=O)Cc2ccc(C(=O)NC3CCCC(C)C3C)o2)cc1 (centres undefined)	-43	i	9
CCOc1ccc(-n2cnnn2)cc1S(=O)(=O)NC1CC1	-15	i	-4
C=C(C)C1(O)OC(=O)C=C1OC (centres undefined)	3	i	8
O=C(Cc1ccc([N+](=O)[O-])cc1)N/N=C/c1ccc([N+](=O)[O-])o1	12	i	30
COC(=O)CNC(=O)C(Cc1c[nH]c2ccccc12)NC(=O)Oc1ccccc1 (centres undefined)	0	i	15
O=[N+]([O-])c1ccc(NC(=S)N2CCc3ccccc3C2)cc1	-19	i	10
O=C(Nc1ccc2c(c1)OCO2)c1ccc(S(=O)(=O)NCC2CCCO2)cc1 (centres undefined)	-19	i	17
COc1cc(C(C)=O)ccc1OCC(=O)Nc1ccccc1N1CCCCC1	-49	i	18
Cn1c(/C=C/N2CCOCC2)c(C(=O)c2ccc(Br)cc2)c(=O)n(C)c1=O	-17	i	8
CCC(=O)c1ccc(SC(=O)N(C)C)cc1O	2	i	6
Cc1ccc(C)n1-c1ccc(-c2nnco2)cc1	-17	i	25
C=C(c1ccccc1O)n1ccnc1	-24	i	-3
Cc1ccc(S(=O)(=O)N(C)CC(=O)NC2CCCC2)cc1	4	i	18
COc1ccccc1NS(=O)(=O)c1cccc(C(=O)N/N=C/c2ccc(OCC(=O)O)cc2)c1	-2	i	19
COc1ccc(NS(=O)(=O)c2cccc(C(=O)NNC(=O)c3cncc(Br)c3)c2)cc1	-9	i	7
Cc1cc(C)c2c3c(sc2n1)C1(CCSCC1)C(C#N)=C(N)O3	-29	i	22
CNC(=S)NCc1ccc(Cl)cc1	-9	i	13
O=C(COc1ccc(-n2cnnn2)cc1)Nc1ccc(F)c(Cl)c1	22	.	7
Nc1cccc(/C=C/C(=O)O)c1	-2	i	17
O=C(CC1(O)C(=O)N(CN2CCOCC2)c2ccccc21)c1ccccc1 (centres undefined)	-4	i	16
CC1CCC(NC(=O)Cn2cnc3sccc3c2=O)CC1 (centres undefined)	-7	.	7
Cc1ccc(-c2noc(C3CCN(S(=O)(=O)c4ccc5c(c4)OCCO5)CC3)n2)o1	8	i	12
Cc1noc(C)c1S(=O)(=O)Nc1ccc(O)c2c(=O)cc(-c3ccccc3Cl)oc12	25	i	85*
CN(CC(=O)Nc1ccccc1Cl)C(=O)COC(=O)c1ccc(=O)n(Cc2ccccc2)n1	-22	i	16
O=C1OC(c2ccccc2)=N/C1=C\N1CCCCC1	-10	i	23
Oc1ccc(/C=N/N2CCCCC2)c(O)c1O	-10	i	1
C/C(CC(=O)Nc1ccc(Cl)cc1C(F)(F)F)=N\NC(=O)c1cccs1	-32	i	12
O=C(NC(C(=O)c1ccccc1)n1cnccc1=O)c1ccccc1 (centres undefined)	-2	i	9
COC(=O)c1c(C)[nH]c(C(=O)OCC(=O)c2ccc(C)s2)c1C	-18	.	25
COc1ccc(NC(=S)NCCc2ccccc2)c(OC)c1	-14	i	-1
COC(=O)c1ccc2c(=O)[nH]c(COC(=O)c3c(-c4ccccc4Cl)noc3C)nc2c1	-22	i	11
COc1cccc(NC(=O)Cn2nnc(C(=O)NCCc3ccccc3)c2N)c1	-25	i	-3
COc1ccc(Sc2ncnc3onc(C)c23)cc1	-4	i	-12
O=C(NC1CCCC1)C(c1ccc(Cl)cc1)N(Cc1ccc(F)cc1)C(=O)CCl (centres undefined)	-18	i	25
CC(=O)NC1=NN(C(C)=O)C2(S1)C(=O)N(CC(C)C)c1ccc(C)cc12 (centres undefined)	-11	i	8
O=C(NC(=S)Nc1ccc(Cc2ccncc2)cc1)c1ccccc1F	-26	i	16
CCC(NC(=O)c1cc(COc2cncc(Cl)c2)on1)c1ccncc1 (centres undefined)	-13	i	7
CCn1c(C)nc2cc(C(=O)NNC(=S)Nc3ccc(OC)cc3)ccc21	-14	i	12
Cc1occc1-c1nnc(SCC(=O)c2ccc(Cl)cc2)n1CC1CCCO1 (centres undefined)	-19	i	28
COc1ccc(C(=O)Nc2ccccc2N2CCCCC2)cc1[N+](=O)[O-]	-47	i	9
CCOC(=O)c1[nH]c2ccc(OC)cc2c1NC(C)=O	0	i	24
COc1cccc(CN2CCNC(=O)C2CC(=O)NCC2CCOCC2)c1 (centres undefined)	-3	i	23
Fc1ccc(-c2oncc2-c2nnnn2-c2ccccc2)cc1F	-28	i	15
Cc1ccc(-n2c(N)c(Br)c(=O)[nH]c2=O)cc1C	9	i	9
COc1ccc(S(=O)(=O)NCCc2nnc3ccc(SCC(=O)Nc4cc(C)on4)nn23)cc1	-11	i	15
COC(=O)C(C)NC(=O)C(C)NC(=O)OCc1ccccc1 (centres undefined)	2	i	23
COc1ccc(-c2cc(C(=O)Nc3c(C)nn(Cc4ccccc4)c3C)no2)cc1	-16	i	16
CCOC(=O)c1c(C)nc(C(Cl)(Cl)Cl)nc1N	-17	i	2
CCC(=O)N1CCc2cc(Br)cc(S(=O)(=O)NCC3CCCO3)c21 (centres undefined)	-31	i	16
CCOc1ccc(-c2ccc(SCC(=O)NC3CCCCC3)nn2)cc1	-10	i	9
Fc1cc(Cl)ccc1NC(=S)NCCN1CCOCC1	-13	i	15
CCN1CCc2c(sc(NC(=O)c3ccc(S(=O)(=O)N4CCCC4)cc3)c2C(=O)NC)C1	-18	i	28
O=C(CSc1ccc(-c2cccnc2)nn1)c1ccc([N+](=O)[O-])cc1	-5	i	16
Clc1ccc(-c2csc(Nc3cccnc3)n2)cc1	-16	i	10
CCCCn1nc2cc(C(=O)N[C@H](C)C3CCCCC3)ccc2c1OCC	-45	i	10
O=C(CCc1ccccc1)Nc1ncc([N+](=O)[O-])s1	-13	i	53*
O=C(COC(=O)c1cc2ccccc2cc1O)Nc1cccnc1Cl	-20	i	12
O=C1CSC(c2ccc([N+](=O)[O-])cc2)N1CCN1CCCCC1 (centres undefined)	-16	i	28

Additional structures follow.
SMILES	OX1R antag-1	CHT allo act	OX1R antag-2
CCCNc1nc(OC(C(F)(F)F)C(F)(F)F)nc(OC(C(F)(F)F)C(F)(F)F)n1	7	i	2
Cc1ccc2c(ccc[n+]2CC(=O)c2ccccc2)c1	-15	i	84*
Cc1ccc(C(=O)NN2C(=O)C3C(C2=O)C2C=CC3C23CC3)cc1 (centres undefined)	-2	i	6
COC(=O)[C@@]12CCCCN1[C@H](c1ccc(-c3ccc(F)cc3)c(OC)c1)[C@@H]1C(=O)N(C)C(=O)[C@@H]12	-12	i	51
Cc1csc(N(C)C(=O)CSc2nnc(COc3ccccc3C)o2)n1	-6	i	8
O=C1NC(=S)S/C1=C/c1ccc(Oc2cnccn2)cc1	3	i	29
O=C(NN=C1CCN(Cc2ccccc2)CC1)c1cc(Br)ccc1O	-21	i	17
c1ccc2c(c1)OCC(c1nn3c(Cn4nnc5ccccc54)nnc3s1)O2 (centres undefined)	-7	i	3
COc1cc(C(=O)Nc2nc(-c3ccc(C)cc3)cs2)ccc1OCC(=O)N1CCOCC1	-13	i	10
COc1ccc(-c2[nH]c(-c3ccc(F)cc3)nc2SCC(=O)NC2CCCC2)cc1	-41	i	6
O=C(O)CC1S/C(=N/N=C/c2ccc(-c3ccc(Cl)cc3[N+](=O)[O-])o2)NC1=O (centres undefined)	-15	i	16
CC1=CC(C)(C)N(C(=O)CN2C(=O)CCC2=O)c2ccc(C)cc21	-22	i	13
CN(CC(=O)Nc1ccc2c(c1)OCO2)S(=O)(=O)c1cccs1	-9	i	5
COc1cc(OC)c(OC)cc1/C=N/NC(=O)CC1C(=O)NN=C1C (centres undefined)	9	i	0
COC1CCN(C(=O)c2ccc3oc(C(C)C)nc3c2)CC1	-1	i	16
COc1ccc(C(=O)COC(=O)CCc2ccccc2)cc1	-9	i	9
O=C(C1CCCN(S(=O)(=O)c2ccccc2[N+](=O)[O-])C1)N1CCCC1 (centres undefined)	22	i	122*
NC(=O)C1CCN(C(=O)Cn2cccc2C(=O)c2ccccc2)CC1	-13	i	6
Cc1ccc(NC(=O)N2CCC(NC(=O)C(C)(C)C)CC2)cc1	-14	i	19
O=C(CN1CC(=O)Nc2ccccc21)NCCc1ccc(Cl)cc1Cl	-23	i	9
O=C1CC(N2CCC(c3nc4ccccc4[nH]3)CC2)C(=O)N1Cc1ccccc1 (centres undefined)	-2	i	13
O=C(C1=C[C@H](C2CC2)C[C@H](OCc2ccc(CO)cc2)O1)N1CCOCC1	0	i	10
C[C@H](CO)N1C[C@H](C)[C@@H](CN(C)S(=O)(=O)c2ccccc2)Oc2ccc(NC(=O)NC3CCCCC3)cc2C1=O	-7	.	0
N#Cc1c(SCC(=O)Nc2cccc(F)c2)sc2c(O)cc(=O)[nH]c12	-2	i	19
Brc1cc(Br)c2nc(-c3cccs3)ccc2c1	-15	i	12
c1ccc(-c2nc(NCc3ccco3)c3ccccc3n2)nc1	-17	7*	-50
O=[N+]([O-])c1ccccc1N/N=C/c1c[nH]c2ccccc12	3	i	50
NCCNC(=O)c1c(NC(=O)c2ccccc2)sc2c1CCCC2	-11	i	11
COc1cc(OC)cc(C(=O)NC(=S)Nc2ccc(Cl)c(C(=O)O)c2)c1	-8	i	10
O=C(CCC1CCCC1)NNC(=O)COc1ccc(Br)cc1	-16	.	13
Cc1ccc(-n2c(SCC(N)=O)nc3c([nH]c4ccccc43)c2=O)cc1	-21	i	15
COCCNC(=O)Cn1cnc2sc(C)c(S(=O)(=O)N3CCC(C)CC3)c2c1=O	0	i	13
CC(C)C(=O)Nc1nnc(S(=O)(=O)N2c3ccccc3CC2C)s1 (centres undefined)	-1	i	9
CCOC(=O)c1c(C)oc2ccc(NS(=O)(=O)c3cccs3)cc12	-7	i	16
CCOC(=O)c1ccc2c(c1)nc(SC(C)C(=O)NCC1CCCO1)n2CC (centres undefined)	-32	.	4
CCOc1ccccc1N(CC(=O)NCCSc1ccccn1)S(=O)(=O)c1ccc(C)cc1	-13	i	42*
COC(=O)c1ccc(C)c(NC(=O)CCCN2C(=O)CN(C)C2=O)c1	6	.	6
Cc1ccc(C(=O)N2N=C3c4ccccc4S(=O)(=O)N3[C@H]2N(C)C)cc1	-27	i	8
CC(=O)NNc1ncnc2c1cnn2-c1ccc(C)c(Cl)c1	4	i	13
Brc1cc2[nH]cnc2c2ccccc12	-4	i	6
O=C(CN1CCN(S(=O)(=O)c2ccc(F)c(Cl)c2)CC1)N1CCNC1=O	-2	.	8
CCOc1ccc([C@@H]2CC=C(C(=O)O)[C@H](c3ccc(F)cc3)N2S(=O)(=O)c2ccc(C)cc2)cc1	2	i	22
Cc1ccc(OCC(O)CN2CCc3ccccc3C2)c(C)c1 (centres undefined)	-22	i	4
O=C(NCCCc1ccccc1)c1cc(COc2ccc(F)cc2Cl)on1	-37	i	4
O=C(NC1CCOCC1)C1CCC(=O)N(CCc2cccc(F)c2)C1 (centres undefined)	4	i	9
Cc1cc(NC(=O)CSCC(=O)Nc2nc3ccc(F)cc3s2)no1	-6	.	8
CNC(=O)c1csc(-c2ccc(C)cc2)n1	-1	i	7
CC(C)C(C)NC(=O)COc1ccc(S(=O)(=O)N2CCOCC2)cc1[N+](=O)[O-] (centres undefined)	-12	i	23
COc1ccc(NC(=O)N[C@@H](CCSC)C(=O)O)cc1Cl	-9	i	15
CCOC(=O)C1C(c2ccc(C)o2)NC(=O)NC1(O)C(F)(F)F (centres undefined)	-4	i	6
CS(=O)(=O)N1CCC(C(=O)Nc2ccc(Br)cc2F)CC1	-7	i	-7
CCOc1ccccc1NC(=O)Cn1nnc(C(=O)NCCc2ccc(OCC)c(OCC)c2)c1N	-25	i	16
CCCOc1cc(C)c(S(=O)(=O)n2ccc(C)n2)cc1C	-5	i	19
CC1=NOC(=O)/C1=C\c1ccccc1	-13	i	5
